cardiac RTF act: cardiac RTF calcium sensitization | IANBD-labeled TnC RTF fluorescence at EC20 calcium; 0% EC20 calcium, 100% full calcium | activation, % at 7.2 µM | 340,000 compounds, 0.24% hits;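 active means activation above the mean over all tested compounds plus 3 SD, cut at about 30% in these data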;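 further: rise in fluorescence read as greater calcium sensitivity of cardiac thin filaments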
CAL PDZ FP-1: blocks peptide binding to the human CAL PDZ domain; Q9HD26; AID 602252; purified CAL PDZ, TMR-peptide fluorescence polarization, 1 h; 300,000 compounds, 0.92% hits; inhibition, % at 24.9 µM;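 active means mean inhibition of at least 30% with at least half of replicates also reaching 30%; inconclusive means no clear call, values can overlap the other calls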;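 further: 0% = DMSO neutral control and 100% = excess unlabeled competitor peptide PRC23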
CAL PDZ FP-2: human CAL PDZ-peptide interaction inhibition; Q9HD26; purified CAL PDZ, TMR-peptide fluorescence polarization, 1 h; inhibition, % at 20 µM; 330,000 compounds, 0.02% hits; AID 504414;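 active means highest replicate inhibition of at least 40%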;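 further: plate controls were DMSO neutral control wells for no effect and unlabeled competitor peptide control wells for full effect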
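System: tagged CAL PDZ domain. Schedule: 1 h room-temperature incubation prior to read. Signal: fluorescence polarization (mP). Measure: percent inhibition from loss of millipolarization.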
SR-BI DiI-HDL act: enhances SR-BI lipid uptake from DiI-HDL | CHO ldlA[mSR-BI] cells, DiI-HDL uptake fluorescence, 3 h; 100 = double the neutral-control signal | activation, % at 12.5 µM | 320,000 compounds, 0.096% hits;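 active means mean replicate activation of at least 60% and every replicate at or above 60%; inconclusive means mean or all-replicate condition met, but not both; inactive means mean below 60% and not all replicates reaching 60%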;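 further: 0% = median plate neutral-control signal and 100% = twice that signal; values of inactives mirror those of a sister screen read the other way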
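System: LDL receptor-deficient CHO ldlA cells overexpressing murine SR-BI | Timing: 3 h uptake period with compound, 37 °C | Medium: HEPES-buffered (25 mM, pH 7.4) F12 plus 0.5% BSA | Dosing: Single-point compound dose | Signal: Bottom-read fluorescence, 550/595 nm | Read-out: Retained DiI signal reflecting DiI-HDL uptake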
PKA-R2B act: activates the human PKA-R2B holoenzyme complex. PKA-R2B holoenzyme dissociation, Cy5-IP20 fluorescence polarization; R2B truncated from residue 108, S112A mutant; 0% DMSO only, 100% 113 µM cGMP. activation, % at 11.4 µM. 340,000 compounds, 0.079% hits. AID 504700;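 active means activation above a cutoff set at the mean over all compounds plus 3 SD, cut at about 18% in these data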;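 further: higher means more holoenzyme dissociation and a rise in polarization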
DAGLB inh: blocks human DAGLB lipase activity; Q8NCG7; HEK293T DAGLB membrane lysate, EnzChek fluorogenic substrate; 340,000 compounds, 0.059% hits; AID 504411; inhibition, % at 5.17 µM; in the data active means inhibition above about 34%;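 further: 0% = enzyme with vehicle and 100% = wells lacking enzyme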
LANA DNA inh: blocks KSHV LANA C-terminal domain binding to DNA; MBP-C-LANA/FAM-LBS DNA binding, fluorescence polarization; inhibition, % at 9 µM; 340,000 compounds, 0.078% hits;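 active means highest replicate inhibition at or above 60% at 9 µM, even if other replicates fall short; inactive means all replicates below 60% inhibition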;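 further: 0% = neutral control wells and 100% = 4 µM acridine orange control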
Keap1 Nrf2 FP: inhibitors of human Keap1-Nrf2 protein-protein interaction; 340,000 compounds, 0.15% hits; inhibition, % at 9.4 µM; Keap1 Kelch-Nrf2 peptide fluorescence polarization, 1536-well; Q14145; in the data active means inhibition above about 12%; inconclusive means no clear call, values can overlap the other calls; inactive means below about 7.3%;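 further: human Keap1 Kelch domain with fluorescein labeled Nrf2 9mer peptide probe; 0% = neutral control wells and 100% = peptide positive control; higher means more block of Keap1 binding to Nrf2 peptide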
Target sequence (Q14145 whole entry, looked up, the tested form may be a part): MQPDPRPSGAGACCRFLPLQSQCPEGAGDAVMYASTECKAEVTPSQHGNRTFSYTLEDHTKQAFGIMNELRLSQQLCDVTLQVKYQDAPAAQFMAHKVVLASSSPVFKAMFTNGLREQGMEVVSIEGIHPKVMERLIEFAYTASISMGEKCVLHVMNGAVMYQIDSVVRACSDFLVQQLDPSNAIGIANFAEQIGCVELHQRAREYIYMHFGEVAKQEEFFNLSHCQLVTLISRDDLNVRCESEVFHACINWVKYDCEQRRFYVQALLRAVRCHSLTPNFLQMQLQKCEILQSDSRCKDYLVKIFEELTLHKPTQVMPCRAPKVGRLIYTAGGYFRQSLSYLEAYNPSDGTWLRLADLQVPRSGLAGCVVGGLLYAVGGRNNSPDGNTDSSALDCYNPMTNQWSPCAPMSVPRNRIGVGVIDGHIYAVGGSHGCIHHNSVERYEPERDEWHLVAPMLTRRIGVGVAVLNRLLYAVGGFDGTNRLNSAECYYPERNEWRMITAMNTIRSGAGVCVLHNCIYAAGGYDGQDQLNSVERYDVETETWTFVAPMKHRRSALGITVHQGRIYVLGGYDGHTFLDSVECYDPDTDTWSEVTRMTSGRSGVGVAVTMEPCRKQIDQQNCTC
RTF Ca sens inh: cardiac RTF calcium desensitization; P19429+P45379; IANBD-labeled cardiac RTF, Ca2+ fluorescence; inhibition, % at 7.15 µM; AID 493244; 340,000 compounds, 0.12% hits;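 active means inhibition above the mean inhibition of all tested compounds plus 3 SD, cut at about 17% in these data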;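 further: assay run at fixed EC70 calcium of 1.6 mM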
Rtt109 Vps75: inhibitors of Candida albicans Rtt109/Vps75 histone acetyltransferase. Q5AAJ8. purified Rtt109/Vps75, ThioGlo CoA-SH fluorescence, 4 h. inhibition, % at 34.9 µM. 330,000 compounds, 0.16% hits. AID 540336;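 active means inhibition of at least 50% in every replicate; inconclusive means best replicate reaches 50% inhibition but some replicates fall short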
Target sequence (Q5AAJ8 whole entry, looked up): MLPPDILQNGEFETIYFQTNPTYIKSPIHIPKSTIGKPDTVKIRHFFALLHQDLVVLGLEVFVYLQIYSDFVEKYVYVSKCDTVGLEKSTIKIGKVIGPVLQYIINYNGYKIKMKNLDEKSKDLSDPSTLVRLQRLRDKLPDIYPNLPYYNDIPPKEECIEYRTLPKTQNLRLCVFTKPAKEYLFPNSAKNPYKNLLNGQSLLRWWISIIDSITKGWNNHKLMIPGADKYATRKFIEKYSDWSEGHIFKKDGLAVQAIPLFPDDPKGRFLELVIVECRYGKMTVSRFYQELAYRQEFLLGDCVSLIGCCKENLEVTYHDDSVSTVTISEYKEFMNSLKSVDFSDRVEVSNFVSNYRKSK
Active calls of the source: *; u = inconclusive; x = not tested or not shown.

SMILES	cardiac RTF act	CAL PDZ FP-1	CAL PDZ FP-2	SR-BI DiI-HDL act	PKA-R2B act	DAGLB inh	LANA DNA inh	Keap1 Nrf2 FP	RTF Ca sens inh	Rtt109 Vps75
Cc1cc(=O)oc2c1ccc1oc(/C(=N/O)c3ccccc3)c(C)c12	9	-2	-3.3	516*	-3	-3	1.2	-3	-10	1
CC(C)(C)C(=O)N=C1SC2CS(=O)(=O)CC2N1c1ccc2c(c1)OCO2 (stereo not given)	3	-5	-0.8	3	3	1	0.6	4	-6	-4
O=S1(=O)C=CC(N2CCOCC2)C1 (stereo not given)	1	0	-0.5	3	8	0	0.2	-2	-5	-6
O=C1C(Cc2ccccc2O)NC(=S)N1c1ccccc1 (stereo not given)	2	x	-0.7	x	-3	1	0.3	-3	-1	0
CCOC(=O)c1cc(-c2ccc(OC)cc2)n[nH]1	1	-5	-1.6	4	-2	-1	-0.9	0	-6	8
Cc1cc(C)c(C)c(S(=O)(=O)N2CCC(C(=O)N3CCCC3)CC2)c1C	0	-1	-0.7	-7	-5	-2	0.4	1	1	2
Cc1ccc(OC(C)C(=O)N2CCc3ccccc32)cc1 (stereo not given)	-4	3	-1.6	x	-12	-9	-0.7	0	-2	30
COc1ccccc1C(=O)NNC(=O)c1ccc(NC(=O)CC(C)C)cc1	1	-8	-0.1	-22	-6	1	-0.4	-2	-2	2
O=C(Nc1ccccc1)c1nc[nH]c1C(=O)NCCN(CCNC(=O)c1[nH]cnc1C(=O)Nc1ccccc1)CCNC(=O)c1[nH]cnc1C(=O)Nc1ccccc1	1	-1	-1.4	0	-7	8	0.0	-7	3	23
Cc1ccc(S(=O)(=O)N2CCC(C(=O)N[C@@H](C)C(=O)NCC3CCCO3)CC2)cc1 (stereo not given in full)	1	-3	-1.9	x	0	-2	-1.0	-2	-1	15
COc1ccc(CN(C)CC(O)COc2ccc(C(=O)c3ccccc3)cc2)c(OC)c1OC (stereo not given)	-3	x	-0.4	x	-1	-4	-2.2	1	-13	u
O=C(c1nc2ccccn2c1CN1CCN(c2ccccc2O)CC1)N1CCCC1	4	-5	-2.4	8	-1	3	1.0	4	4	12
Cc1cccc(C(=O)NC(=S)NNC(=O)c2cccs2)c1	-3	-2	0.3	13	-11	-1	3.0	1	6	-6
Cn1c(SCC(=O)Nc2ccccc2)nc(O)cc1=O	0	-2	-0.4	19	10	3	0.4	-2	-10	-1
Cc1nnc(SC2CC(=O)N(c3ccccc3)C2=O)s1 (stereo not given)	-4	1	-3.0	x	-4	8	0.7	-6	2	100*
COC(=O)c1cccc(NC(=O)CN2C(=O)C3CCCCC3C2=O)c1 (stereo not given)	-10	-1	-2.4	22	-15	0	1.2	-3	-13	6
Cc1cccc(OCC(=O)Nc2sc3c(c2C#N)CCC3)c1	0	-1	1.2	-13	-2	-25	-0.1	-5	-2	-6
NC(=O)c1ccccc1Nc1nc(NCCO)nc(N2CCCC2)n1	4	-3	-0.4	-6	3	-5	0.1	2	-10	4
COc1ccc(C2(CNC(=O)c3ccc(C)cc3)CCOCC2)cc1	-1	-1	-0.2	20	4	-3	0.5	-4	-6	-5
COC(=O)c1c(N)n(CCCN2CCOCC2)c2nc3ccccc3nc12	2	10	0.1	-11	3	-1	-0.4	4	7	-483
O=C(CCc1nc(-c2ccccn2)no1)NCc1ccc2c(c1)OCO2	-3	0	-1.6	10	4	0	0.8	2	1	-2
CCCC1=C(C(=O)OCC)C(c2cccs2)C(C#N)=C(N)O1 (stereo not given)	11	-3	-1.3	0	3	-6	0.3	-3	-4	4
COC(=O)c1c(C(=O)OC)c2oc3ccccc3n2c1Cl	-3	-3	-1.0	36	-7	-6	1.3	-2	0	12
O=C(N/N=C/c1cccs1)C(=O)N1CCCC1	2	0	-0.3	10	4	-1	0.1	-1	-4	-7
CC(Oc1ccccc1)C(=O)NC1C(=O)N2C1SC(C)(C)C2C(=O)O (stereo not given)	-1	-2	-3.0	11	7	-3	0.1	0	1	16
C=CCn1cccc(C(=O)Nc2ccc(OC)c(Cl)c2)c1=O	32*	-7	-3.4	-38	6	-5	-1.7	48*	-8	2
COCC(C)n1c(C)cc(C(=O)COC(=O)c2ccc(N3CCCC3=O)cc2)c1C (stereo not given)	-3	-2	-0.9	x	7	1	-1.1	1	-3	-8
COc1ccc(C(=C(CC(=O)O)C(=O)OC(C)(C)C)c2cc(OC)c(OC)c(OC)c2)cc1OC	-6	-3	-0.5	16	4	-1	3.2	0	-6	0
COC(=O)c1sccc1NC(=O)c1ccccc1	3	-1	-2.3	2	-6	-7	2.9	-1	7	4
Cc1cccc(C2c3[nH]c4ccccc4c3CCN2C(=O)c2nn(C)c(=O)c3ccccc23)n1 (stereo not given)	2	3	0.5	-21	-18	2	-0.8	4	4	1
CSCCC(NS(=O)(=O)c1ccc(Cl)cc1)C(=O)OCC(=O)c1ccc(F)cc1 (stereo not given)	-3	-2	-1.5	-2	6	-10	3.6	4	-1	5
COc1ccc(-c2csc(N=C(N)N)n2)cc1	-1	-2	0.3	-11	2	-2	1.7	5	6	6
Cc1sc2ncnc(N3CCC(C(=O)N4CC(C)SC4=Nc4ccc(Cl)cc4)CC3)c2c1C (stereo not given)	2	-5	0.4	-7	-3	-1	1.1	0	-15	-16
COCCNS(=O)(=O)c1cc(F)ccc1OC	7	3	-1.6	24	-16	0	-0.3	-2	-2	3
O=C(c1cc(=O)[nH]c2ccccc12)N1CCN(Cc2ccc3c(c2)OCO3)CC1	6	3	0.6	20	2	2	0.7	-2	-2	2
O=C(NC1CCCCCC1)c1cc2ccccc2oc1=O	3	0	-0.4	-3	-7	-1	0.9	-3	-3	-2
C/C(=N\NC(=S)NCCc1ccccc1)c1ccc(Cl)cc1	-2	-2	-1.8	4	-10	-12	-1.8	-1	-1	-1
CC1=NN2C(=N)/C(=C\c3cc(C)n(-c4ccc(C)cc4)c3C)C(=O)N=C2S1	4	x	-0.4	-31	-7	-3	-0.8	-5	-1	-1
Oc1ccc2c(ccc3[nH]cnc32)c1	-3	-1	-2.3	32	0	-2	0.2	-1	-3	6
C=C(C)CSc1nc(C)c(Cc2ccccc2)c(=O)[nH]1	-5	5	-1.1	13	-8	1	-0.3	-5	-23	-7
O=C(NC1CC1)C1=C[C@@H](c2ccc(Br)cc2)C[C@@H](OCc2ccc(CO)cc2)O1	5	-3	0.3	-13	-1	2	-0.9	0	-20	4
CC(SCC(=O)Nc1ccc(S(=O)(=O)N2CCCCC2)cc1)C(=O)O (stereo not given)	2	-2	x	15	-9	-1	-0.2	-7	-18	5
COc1cc(NC(=O)CCCn2c(=S)[nH]c3ccccc3c2=O)cc(OC)c1OC	1	0	-1.1	-1	4	0	1.6	-5	-1	-2
CCOC(=O)C1CCN(C(=O)CCS(=O)(=O)Cc2ccccc2)CC1	-2	5	-2.1	x	-6	-2	0.9	-2	-1	-1
Brc1ccc(-c2ccc(/C=N/Nc3nc(N4CCOCC4)nc(N4CCOCC4)n3)o2)cc1	-2	x	-0.7	-49	-1	1	-0.9	7	3	-8
CCOc1ccc(-n2c(SCC(=O)Nc3cc(C)on3)nnc2-c2c[nH]c3ccccc23)cc1	8	20	-2.4	-51	3	-1	-0.2	-5	-5	-2
COc1ccc(S(=O)(=O)N2CCCCCC2)cc1C(=O)Nc1cc(C)ccn1	-3	x	0.0	-11	-1	-1	1.6	-6	0	2
CCOC(=O)c1ccc2c(c1)nc(COc1ccc3ccccc3c1)n2CC	1	-4	-1.0	-8	-12	-5	-0.8	0	-4	1
C=CCn1c(C)cc(C(=O)COc2ccc(N(C)S(=O)(=O)c3ccc(NC(C)=O)cc3)cc2)c1C	2	x	-2.3	-48	5	2	-0.8	4	-1	2
CCC(=O)Nc1ccccc1Nc1cc(C#N)c(C#N)cc1[N+](=O)[O-]	-3	-4	-1.7	1	-5	5	-0.6	-4	-3	3
O=C1c2ccccc2C(=O)c2c1ccc1c(=O)n(C3CCCCC3)[nH]c21	1	-3	9.4	-29	-3	11	1.2	-3	2	3
CCOC(=O)N1CCN(C(=O)c2ccc(NS(=O)(=O)c3ccc(F)cc3)cc2)CC1	-1	-3	-0.9	2	0	1	-0.4	-3	2	-2
O=C1CC(N2CCN(c3ccc(F)cc3)CC2)C(=O)N1c1ccc(F)cc1 (stereo not given)	1	-2	x	2	-4	-3	2.3	-2	-7	7
Cc1cccc(/C=N/N2CCN(c3ccccc3)CC2)c1	1	-1	-0.1	28	-7	-1	-1.2	-5	-5	3
COc1ccc(NC(=O)CO/N=C2/CCCc3nonc32)c(OC)c1	2	5	-0.3	-20	2	0	0.0	-2	-4	23
Cn1c(=O)[nH]c(=O)c2[nH]c(N(Cc3ccccc3)Cc3ccccc3)nc21	-6	4	-1.8	x	-19	-2	-4.1	4	2	26

(further entries)
SMILES	cardiac RTF act	CAL PDZ FP-1	CAL PDZ FP-2	SR-BI DiI-HDL act	PKA-R2B act	DAGLB inh	LANA DNA inh	Keap1 Nrf2 FP	RTF Ca sens inh	Rtt109 Vps75
COc1ccc(OC)c(S(=O)(=O)N2CCN(c3ccc(F)cc3)CC2)c1	-1	-2	-1.6	5	-6	-2	-1.2	-1	-2	-3
CCCCn1c(N)c(N(CCOC)C(=O)COC(=O)Cc2cccc(OC)c2)c(=O)[nH]c1=O	4	-1	-2.2	27	2	-2	-1.9	1	-4	7
O=C(COC(=O)CNC(=O)c1sc2ccccc2c1Cl)Nc1c(Cl)cc(Cl)cc1Cl	-3	x	-0.1	1	-6	0	0.6	-6	6	-10
O=C(N/N=C/c1cccs1)c1ccc2ncccc2c1	-1	0	-0.2	-27	1	-3	-0.9	-1	6	-19
COc1cc2cc(Oc3ccc4ccc(=O)oc4c3)c(=O)oc2cc1O[C@@H]1O[C@H](CO)[C@@H](O)[C@H](O)[C@H]1O	0	-3	-0.5	26	-8	2	6.0	0	2	9
COP(=O)(OC)c1nc(-c2ccccc2)oc1N1CCOCC1	4	-2	0.3	-17	-8	-1	-0.3	-5	-8	-2
COc1cc(OC)cc(C(=O)NC(C(=O)OCn2nnc3ccccc3c2=O)C(C)C)c1 (stereo not given)	-7	-1	-0.4	2	1	0	-1.1	-4	-9	5
